Screening results deposited in PubChem by several laboratories.
human PMI inhibitors – human PMI inhibitors, high substrate, primary screen, biochemical, fluorescence intensity, high mannose 6-phosphate (AID 1220); recombinant PMI enzyme, coupled fluorescence intensity; higher % means a stronger effect; inhibition, % at 20 µM, or IC50 in µM where a hit was titrated; 0.66% of 190,000 active
TNAP activation fold – human TNAP enzyme activators, primary screen, biochemical, luminescent, no phosphate acceptor, uHTS (AID 1001) | purified TNAP, luminescent activation assay, no phosphate acceptor; higher activation fold means a stronger effect | 0.03% of 200,000 active | one-dose activation fold at 20 µM; EC50 in µM for titrated hits; in the data active = activation fold from about 3, or a potency from the dose series; inactive = the rest, 99 in 100 with activation fold below about 1.6; note: many of its hits are not listed in these tables
SIAH1 antagonists – blockers of Siah-1 interaction with plectin peptide – biochemical, fluorescence polarization, rhodamine-plectin, uHTS, primary screen (AID 1817) | Siah-1 / rhodamine-plectin peptide fluorescence polarization; higher % means a stronger effect | one-dose displacement, % at 20 µM; IC50 in µM for titrated hits | 0.02% of 290,000 active;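 active = displacement of at least 50% at 20 µM, with a fluorescence ratio check between 0.3 and a set limit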;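 note: plate controls were Siah plus tracer with DMSO for no effect and tracer alone without Siah for full effect; strong numbers were not always called active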
UTI89 phage lysis – protection from phage-mediated lysis, alamar blue read-out – E. coli UTI89, K1F phage, bacterial capsule biogenesis inhibitors (AID 488966); E. coli UTI89 K1F phage lysis, alamar blue, 2 h; higher % means a stronger effect; inhibition, % at 100 µM, or IC50 in µM where a hit was titrated; 0.02% of 340,000 active;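 active = phage lysis inhibition, versus mean bacterial control, above a set limit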;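 note: capsule biogenesis inhibitors block K1F phage lysis so surviving cells raise fluorescence; higher fluorescence means more inhibition of phage lysis; actives were called in the ten point dose series up to 300 µM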
PMI inhibitors – MPI enzyme activity inhibition – biochemical, fluorescence intensity, coupled assay, primary screen (AID 1209); purified PMI enzyme, coupled fluorescence intensity; higher % means a stronger effect; inhibition, % at 20 µM; hits with a dose series show IC50 in µM; 0.42% of 190,000 active;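 note: plate controls were DMSO vehicle for no effect and wells lacking substrate for full effect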
M17LAP inhibition – P. falciparum M17LAP inhibitors, primary screen, biochemical, fluorogenic H-Leu-NHMec substrate, 1536-well (AID 1619); 0.38% of 220,000 active; inhibition, % at 30 µM, or IC50 in µM where a hit was titrated; recombinant M17LAP, H-Leu-NHMec fluorogenic kinetic assay; higher % means a stronger effect;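 active = compound inhibiting the enzyme by more than half at any dose during confirmatory dose-response retesting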;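 note: plate controls were full reaction with DMSO carrier for no effect and no enzyme background for full effect; strong numbers were not always called active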
M1AAP inhibition – malaria alanyl aminopeptidase activity blockers – biochemical, fluorogenic H-Leu-NHMec substrate, 1536-well (AID 1445); recombinant M1AAP, H-Leu-NHMec fluorogenic kinetic assay; higher % means a stronger effect; inhibition, % at 30 µM, or IC50 in µM where a hit was titrated; 0.42% of 220,000 active;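 active = primary inhibition above the hit cutoff, then over 50% inhibition at one or more dose response concentrations, cut at about 23% in these data, passing the limit was not always enough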;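 note: plate controls were DMSO full reaction for no effect and no enzyme background for full effect; strong numbers were not always called active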
Hep lipid drop – hepatic lipid droplet formation modulation; AML12 mouse hepatocytes, oleate lipid droplets, BODIPY imaging; inhibition, % at 6.5 µM; 0.4% of 240,000 active; AID 1656;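 active = lipid droplet intensity inhibited by at least 50%, with more than 500 cells counted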
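Assay system: AML12 hepatocytes (mouse) / Also added: 100 µM oleic acid challenge / Times: overnight treatment with compound plus oleate / Detection: high-content imaging of BODIPY-stained droplets and DAPI nuclei / Evaluation: % inhibition of lipid droplet signal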
XIAP displacement – small molecules displacing peptide from XIAP – biochemical, IAP family, fluorescence polarization (AID 1018) | XIAP BIR domain, fluorescence polarization peptide displacement; higher % means a stronger effect | displacement, % at 20 µM, or IC50 in µM where a hit was titrated | 0.007% of 200,000 active; in the data active = displacement above about 50%; note: a part of the inactive calls stands beside numbers as strong as those of hits
Hep lipid drop cells 6.5 µM – recorded beside Hep lipid drop, whose call it bears; cell count; measured here: cell count, cytotoxicity flag;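 cells counted across two imaged fields per well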
Active calls of the source: *; nt = no result given; [ ] = dose if it differs, or a comment. Cut-off read from the data, not from the text of the source, unless noted: active = inhibition above about 50%; inactive = the rest.

SMILES	human PMI inhibitors	TNAP activation fold	SIAH1 antagonists	UTI89 phage lysis	PMI inhibitors	M17LAP inhibition	M1AAP inhibition	Hep lipid drop	Hep lipid drop cells 6.5 µM	XIAP displacement
COc1ccc(/C(C)=N\NC(=O)C(c2ccncc2)N2CCOCC2)cc1 (stereo not given)	nt	nt	1%	1.3%	nt	5%	1%	9	730	nt
O=C(CSc1nnc(-c2cccc(S(=O)(=O)N3CCCCC3)c2)o1)c1ccc[nH]1	7%	1.2	1%	0.8%	-8%	-3%	10%	nt	nt	1.8%
CCOc1ccccc1Nc1ncccc1C(=O)N1CCCC1	-2%	0.9	-3%	3.9%	-2%	-19%	-1%	-5	647	-9.0%
Cc1c(NC(=O)C2(c3ccccc3)CCOCC2)c(=O)n(-c2ccccc2)n1C	12%	1.1	1%	2.7%	5%	10%	4%	16	735	-5.8%
Nc1ccccc1NC(=O)c1ccccc1N	-9%	1.1	-4%	0.4%	-4%	-54%	10%	nt	nt	-1.4%
CCOc1cc(CNc2ccc(OC)cc2)cc(Br)c1OCC(=O)NC(C)(C)C	16%	1.1	2%	-0.4%[50 µM]	18%	-3%	15%	nt	nt	-3.1%
COc1ccccc1Oc1ccc(N/C=C2/CCCC2=O)cc1	-63%	1	-1%	0.1%	-38%	7%	8%	1	646	-11%
COc1ccc(NC(=O)Nc2ccc(F)cc2F)cc1	0%	1.1	6%	3.9%	0%	5%	5%	-25	671	-6.3%
OCCN1CNC(=S)NC1	nt	nt	-4%	0.2%	nt	-6%	3%	-16	722	nt
O=C1CC(c2ccccc2)n2nc(NC(=O)c3ccccn3)nc2N1 (stereo not given)	2%	2.3	-6%	0.3%	8%	-4%	-5%	nt	nt	-0.8%
Nc1ccc2c3c(cccc13)C(=O)N(c1ccccc1)C2=O	1%	1	6%	0.3%	-6%	6%	6%	22	733	-14%
CC(=O)Nc1ccc(NC(=O)COC(=O)c2ccccn2)cc1	6%	1.2	11%	-0.4%	2%	3%	0%	16	694	-7.4%
N=c1n(-c2ccccc2)c(O)cc(=O)n1-c1ccccc1	-3%	1.1	7%	0.7%	2%	12%	5%	nt	nt	-3.8%
Cc1nn(-c2ncc(C(F)(F)F)cc2Cl)c(=O)n1-c1ccccc1Cl	7%	1.2	4%	3.1%	6%	-1%	2%	-4	755	-2.0%
Cn1c(=O)c2c(SCc3cccc(C(F)(F)F)c3)nc(-c3ccco3)nc2n(C)c1=O	6%	1	0%	0.8%	8%	4%	2%	nt	nt	-1.4%
CC(C)C(=O)NC(NC(=S)Nc1cccc2cccnc12)C(Cl)(Cl)Cl (stereo not given)	19%	1	-4%	0.3%	8%	2%	9%	nt	nt	-6.0%
CN1CCN(C(=O)c2ccc(CN3CCOCC3)cc2)CC1	-2%	1	0%	0.5%	-9%	3%	8%	nt	nt	-6.2%
COc1ccc(Cc2nnc(Nc3ccc(C)cc3C)[nH]c2=O)cc1	5%	1.1	0%	0.1%	-2%	2%	-6%	nt	nt	-4.1%
CCOC(=O)c1cnc(SCCN2CCOCC2)nc1N	-8%	1.1	-3%	-2.4%	-3%	3%	13%	-14	717	-13%
Cc1cccc(NC(=O)c2ccc(S(=O)(=O)N3CCOCC3)cc2)n1	0%	1.1	1%	0.4%	-11%	-8%	-2%	10	653	-3.9%
CN(Cc1ccccc1)C(=O)c1[nH]cnc1C(=O)N[C@@H](Cc1ccccc1)C(=O)OCc1ccccc1	29%	1	-3%	-0.1%	30%	0%	-14%	-4	694	-2.3%
O=C(Cn1nc2n(c1=O)-c1ccccc1SC2)N/N=C/c1cccnc1	nt	nt	3%	0.4%	nt	4%	3%	-11	679	nt
C1CSC2(N1)C1CC3CC2CC(C1)C31NCCS1 (stereo not given)	-1%	0.7	0%	2.5%	-1%	9%	14%	nt	nt	0.4%
COc1ccccc1N1C(=O)C2C(C(=O)c3ccccc3)=NN(c3ccc(C)cc3)C2C1=O (stereo not given)	nt	nt	-3%	nt	nt	-6%	3%	2	725	nt
COc1ccc(CCCC(=O)NCc2ccccc2)cc1C	13%	1.2	3%	7.7%	15%	4%	1%	-17	553	-6.3%
Cc1nn(-c2ccccc2)c(N2CCCC2)c1/C=N/NC(=O)c1cc(-c2cccnc2)nc2ccccc12	6%	1.1	-2%	0.5%	17%	1%	20%	12	601	-7.3%
COc1cc(C2=NOC(C(=O)NCc3ccccn3)C2)cc(OC)c1OC (stereo not given)	12%	1.1	2%	0.0%	17%	5%	5%	1	751	-9.5%
O=C(Nc1ccc2c(c1)CCC2)c1ccccc1F	-4%	1	-1%	0.7%[50 µM]	4%	5%	3%	4	570	-3.4%
O=C(c1cnsn1)N1CCC(CO)(Cc2cccc(F)c2)CC1	6%	1	-7%	-0.1%	8%	2%	-2%	-2	769	-4.6%
COc1ccc(N(CC(=O)N2CCc3ccccc32)S(=O)(=O)c2c(C)n[nH]c2C)cc1	5%	1.1	0%	2.9%	6%	6%	3%	nt	nt	-1.8%

Limited to Hep lipid drop, TNAP activation fold and SIAH1 antagonists, for 3 of the compounds above:
| Molecule | Hep lipid drop | TNAP activation fold | SIAH1 antagonists |
| --- | --- | --- | --- |
| Cc1cccc(NC(=O)c2ccc(S(=O)(=O)N3CCOCC3)cc2)n1 | 10 | 1.1 | 1% |
| C1CSC2(N1)C1CC3CC2CC(C1)C31NCCS1 (stereo not given) | nt | 0.7 | 0% |
| COc1cc(C2=NOC(C(=O)NCc3ccccn3)C2)cc(OC)c1OC (stereo not given) | 1 | 1.1 | 2% |

More records follow:
SMILES	human PMI inhibitors	TNAP activation fold	SIAH1 antagonists	UTI89 phage lysis	PMI inhibitors	M17LAP inhibition	M1AAP inhibition	Hep lipid drop	Hep lipid drop cells 6.5 µM	XIAP displacement
CCc1ccc(-c2cc(C(=O)Nn3cnnc3)c3ccccc3n2)cc1	-19%	0.9	0%	0.0%	-14%	-45%	-1%	5	667	-7.3%
CC1CN=C2C(C(=O)Nc3ccccc3)=C(O)CC(c3ccccc3)N21 (stereo not given)	0%	1.1	0%	1.8%	0%	8%	3%	8	669	-5.1%
Fc1ccccc1C(c1nnnn1Cc1ccc2c(c1)OCO2)N1CCN(Cc2ccco2)CC1 (stereo not given)	2%	1.2	1%	3.4%	-3%	27%	17%	nt	nt	-1.4%
COC(=O)c1cc2c(ccn2-c2ccc(F)cc2)n1CC(=O)OC(C)C	23%	1.1	-1%	-1.6%	12%	1%	2%	-16	638	-3.2%
COc1cccc2cc(C(=O)C3=C(O)C(=O)N(CCCN(C)C)C3c3ccncc3)oc12 (stereo not given)	12%	1	4%	nt	3%	nt	nt	nt	nt	-0.8%
Cc1nc(-c2cc(-c3nc(-c4ccc(C(F)(F)F)cc4)no3)no2)cs1	nt	nt	0%	0.3%	nt	-2%	1%	22	737	nt
CCOC(=O)Cc1nnc(NC(=O)COc2ccc(C)cc2)s1	-8%	1.1	-2%	1.8%	-7%	-4%	-2%	nt	nt	-7.9%
Cc1nc(/N=C(\N)N(C)C)[nH]c(=O)c1C	nt	nt	-2%	0.1%	nt	15%	5%	0	712	nt
CCc1ccc(NC(=O)C(CC)Sc2nc3cc4c(cc3c(=O)n2Cc2ccco2)OCO4)cc1 (stereo not given)	8%	1.7	-2%	0.7%	11%	8%	1%	-2	787	-22%
O=C(COC(=O)c1cnccn1)NCCc1ccc(Cl)cc1Cl	-3%	1	-3%	0.6%	-2%	1%	1%	17	685	-3.9%
c1ccc(CSc2ccc(-c3cccnc3)nn2)cc1	6%	0.9	-6%	0.6%	2%	1%	0%	16	668	-3.7%
CCC(=O)Nc1ccccc1Oc1ccccc1	1%	1	0%	-0.1%	4%	-10%	2%	13	742	-9.5%
COc1ccc(CC(=O)Nc2ccc3nc(SC)sc3c2)cc1OC	17%	1.1	-2%	0.2%	-7%	-4%	0%	-17	658	-0.9%
COC(=O)/C=C1\S/C(=N\N=C\CC(=O)OC)NC1=O	nt	nt	-13%	-0.5%	nt	22%	13%	-24	793	nt
C=CCOCCN1C(=O)C2C(c3ccccc3)C=CC(c3ccccc3)C2C1=O (stereo not given)	3%	1	-2%	-2.0%	15%	-10%	3%	4	747	-1.1%
COc1ccc(CCNC(N)=S)cc1OC	3%	1	6%	3.2%	10%	-4%	4%	3	598	-2.2%
S=c1[nH]cc(-c2ccccc2)n1-c1cccc(Cl)c1	13%	1.2	1%	2.4%	4%	-2%	-4%	13	715	4.1%
O=C(CCC1CCCCC1)Nc1ccc(S(=O)(=O)Nc2nccs2)cc1	11%	1.1	0%	-1.5%	21%	27%	4%	20	792	-8.8%
CC1(C)CC(=O)C/C(=N\NC(=O)CCc2ccc(S(=O)(=O)N3CCOCC3)cc2)C1	7%	1.1	1%	0.2%	-5%	-4%	0%	10	705	-2.6%
CCN1C(=O)C(CC(=O)Nc2ccc(OC)cc2)N(Cc2cccnc2)C1=S (stereo not given)	8%	1.1	1%	7.4%	12%	14%	3%	nt	nt	-1.0%
O=[N+]([O-])c1cc(-c2nc3nc4ccccc4nc3n2CCc2ccccc2)cc([N+](=O)[O-])c1	4%	1.1	-5%	0.5%[50 µM]	-1%	-4%	3%	-1	636	-13%
O=S(=O)(NCC1CCCO1)c1ccc(S(=O)(=O)N(Cc2ccc(F)cc2)Cc2ccco2)cc1 (stereo not given)	9%	1.1	-2%	-1.3%	20%	14%	1%	-1	658	-8.8%
COc1ccc(N2CCN(/C(=N\S(=O)(=O)c3ccccc3)Nc3nc(C)cc(C)n3)CC2)cc1	3%	1.1	5%	2.2%	8%	10%	3%	-5	720	1.8%
COCCNC(=O)c1n[nH]c2ccccc12	1%	0.9	4%	0.3%	0%	0%	1%	3	687	-7.1%
Cc1nnc(SCC(=O)Nc2ncc3c(n2)CC(C)(C)CC3=O)s1	7%	1.1	-1%	-0.5%	20%	-7%	-3%	-8	763	-12%
O=C(NCCCN1CCOCC1)NC12CC3CC(CC(C3)C1)C2	9%	1.1	-2%	0.7%	12%	4%	0%	nt	nt	-2.0%
Cn1cccc1C(=O)OCC(=O)Nc1ccc2c(c1)CCC2	11%	1.1	4%	0.5%	12%	-5%	8%	nt	nt	-3.6%
CCOC(=O)c1c(C)[nH]c(C)c1C(=O)CN1C(=O)NC(CC(C)C)C1=O (stereo not given)	10%	1	4%	-1.7%	14%	-4%	0%	-3	683	-3.9%
Cc1ccc(C)c(OCC(O)CN2C(C)CCCC2C)c1 (stereo not given)	6%	1.1	5%	3.5%	10%	15%	3%	-12	630	-17%
CS(=O)(=O)N(CC(=O)NCc1ccco1)c1ccccc1Cl	-9%	1.1	-1%	-0.3%	2%	3%	5%	6	740	-5.5%
COc1ccc(OCC(=O)NNC(=O)CCc2ccccc2)cc1	2%	1.7	0%	-0.1%	2%	-2%	-2%	-6	645	-3.5%
